# GLS inh – inhibitors of human glutaminase (GLS) | GLS enzymatic activity, qHTS titration | AID 624170 | Potency, µM (highest dose often 45.5 µM), without a hit: top-dose activity change, negative = inhibition, actives largely listed as inhibitors | O94925 | actives 0.21% (n = 410,000); note: potency is the fitted concentration of half-maximal effect; % is set by controls: 0 for no effect and ±100 for the full control effect
#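 Read-out is an Amplex red fluorescence increase coupled through glutamate oxidase and HRP, measured before and after 30 min room-temperature incubation. hKGA is in 45 mM KH2PO4 (pH 8.2) with 0.02% Tween-20; glutamine added as 1mM solution.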
# PI4K2A block – inhibitors of human PI4K2A; Q9BTU6; purified PI4K2A, ADP-Glo luminescence, 1 h; hits give low values; activity change, negative = inhibition, % at 76.9 µM; actives 0.13% (n = 420,000); AID 1346378; in the data active = activity change below about -50%; inconclusive = mostly about -30% to -49%;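 note: -100% = wells without enzyme as full effect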
#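 In this quantitative HTS, ADP production by PI4K2A was quantified luminescently after 1 h at ambient temperature; 100 microM adenosine served as plate-quality control.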
# mIDH1 inhibitor – inhibitors of human mutant IDH1 R132H | AID 602179 | actives 0.093% (n = 390,000) | IDH1-R132H enzyme, NADPH consumption, diaphorase/resazurin fluorescence | Potency, µM (highest dose often 76.6 µM), for the others: at the top dose activity change, negative = inhibition, usual class: inhibitors; note: potency is the fitted concentration of half-maximal effect; % is set by controls: 0 for no effect and ±100 for the full control effect; nearly all actives have a fitted effect of over 65% in size
# Target sequence (O75874 whole entry R132H, stated change not applied): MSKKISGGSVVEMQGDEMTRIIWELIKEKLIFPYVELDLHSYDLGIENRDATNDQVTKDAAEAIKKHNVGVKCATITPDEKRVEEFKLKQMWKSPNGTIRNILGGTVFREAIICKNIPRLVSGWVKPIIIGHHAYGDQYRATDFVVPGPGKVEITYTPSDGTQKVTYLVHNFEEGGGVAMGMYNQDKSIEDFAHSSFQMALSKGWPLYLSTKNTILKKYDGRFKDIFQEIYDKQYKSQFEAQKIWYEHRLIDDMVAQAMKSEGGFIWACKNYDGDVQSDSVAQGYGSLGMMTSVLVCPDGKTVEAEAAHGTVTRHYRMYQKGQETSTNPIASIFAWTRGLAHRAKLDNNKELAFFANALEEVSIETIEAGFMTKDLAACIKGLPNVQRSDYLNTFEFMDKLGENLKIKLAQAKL
#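 IDH1-R132H (0.5 ug/mL dispensed) in pH 7.5 Tris buffer was preincubated 30 min with compound, then given a substrate mix of 0.016 mM NADPH and 2 mM alpha-KG for 80 min at room temperature; remaining NADPH was read by diaphorase/resazurin fluorescence.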
# HP1b chromo inh – inhibitors of HP1-beta chromodomain binding to methylated histone tails. AlphaScreen HP1-beta / biotin-H3K9me3 peptide binding. Potency, µM (series often up to 114 µM), for inactives: at the top dose activity change, negative = inhibition, usual class: inhibitors. actives 0.56% (n = 390,000); note: potency is the fitted concentration of half-maximal effect; nearly all actives have a fitted effect of over 70% in size; inactives centre near 23
#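 Compound inhibition of the preformed complex between 50 nM HP1-beta and 50 nM biotinylated H3K9me3 peptide was read by AlphaScreen. Buffer was PBS pH 7.4 with 0.01% Tween-20. Incubations ran 30 min at room temperature, with 10 ug/mL donor/acceptor beads.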
# PGK inhibitor – inhibitors of T. brucei phosphoglycerate kinase; P07378; PGK/GAPDH coupled, Kinase-Glo luminescence, 60 min; Potency, µM (doses to about 57.5 µM), inactives show at the top dose activity change, negative = inhibition, hits mostly inhibitors; actives 0.043% (n = 380,000); AID 602233; note: potency is the fitted concentration of half-maximal effect; % is set by controls: 0 for no effect and ±100 for the full control effect; nearly all actives have a fitted effect of over 60% in size
#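 Recombinant glycosomal PGK reaction used 1,3-bisphosphoglycerate generated in-well by GAPDH (100nM final) in 100mM TEA pH 7.6, 5mM MgCl2, 0.01% Tween-20. After 60 minutes at room temperature, ATP was read by Kinase-Glo Plus luminescence end-point.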
# Pin1 inh – inhibitors of human Pin1 | Q13526 | Pin1 FP peptide displacement, HiFluor488, 10 min | Potency, µM (highest dose often 115 µM), for inactives: at the top dose activity, negative = inhibition, most hits filed as inhibitors | actives 0.009% (n = 390,000); active = well fitted inhibition curve with a large enough effect in the polarisation, with a control signal flat, not every such curve was filed as active; inconclusive = small, poorly fitted or top-dose-only effect, or effect the other way, or a change in a side signal; inactive = no such curve, though single readings can be large or run the other way; the % refers to the polarisation; note: potency is the fitted concentration of half-maximal effect; % is set by controls: 0 for no effect and ±100 for the full control effect
# Target sequence (Q13526 whole entry, looked up): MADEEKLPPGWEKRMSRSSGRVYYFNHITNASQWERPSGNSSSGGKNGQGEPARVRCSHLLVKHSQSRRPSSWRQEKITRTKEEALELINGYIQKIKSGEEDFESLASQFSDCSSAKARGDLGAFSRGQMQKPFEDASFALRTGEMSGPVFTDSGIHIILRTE
# TrxR1 inh – inhibitors of rat thioredoxin reductase 1; Potency, µM (top dose mostly 114 µM), for inactives: at the top dose activity change, negative = inhibition, most hits filed as inhibitors; actives 1% (n = 390,000); recombinant rTrxR1, NADPH fluorescence consumption, selenite substrate; O89049; AID 588453; note: potency is the fitted concentration of half-maximal effect; % is set by controls: 0 for no effect and ±100 for the full control effect; nearly all actives have a fitted effect of over 65% in size
# Target sequence (O89049 whole entry, looked up): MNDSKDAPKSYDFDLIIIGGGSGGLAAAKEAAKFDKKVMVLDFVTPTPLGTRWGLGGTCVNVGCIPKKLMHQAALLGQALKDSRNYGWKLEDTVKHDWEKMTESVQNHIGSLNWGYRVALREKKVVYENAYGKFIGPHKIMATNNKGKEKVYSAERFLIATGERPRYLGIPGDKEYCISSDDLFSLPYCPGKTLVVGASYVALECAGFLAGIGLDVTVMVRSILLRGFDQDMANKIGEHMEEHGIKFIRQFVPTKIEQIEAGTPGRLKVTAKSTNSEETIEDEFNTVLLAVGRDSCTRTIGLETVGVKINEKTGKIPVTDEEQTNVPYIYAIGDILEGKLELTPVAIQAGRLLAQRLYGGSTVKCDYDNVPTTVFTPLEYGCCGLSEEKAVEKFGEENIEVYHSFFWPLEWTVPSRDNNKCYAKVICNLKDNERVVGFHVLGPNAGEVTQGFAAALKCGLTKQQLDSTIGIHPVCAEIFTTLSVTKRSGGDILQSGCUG
#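 Rat TrxR1 (90 nM in the dispensed reagent) was pre-reduced with 400 uM NADPH for 5 min at room temperature, then incubated with compound for 15 min. After 400 uM selenite was added, NADPH fluorescence (Ex 340/Em 450 nm) was followed for 8 min.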
# TrxR1 substrate – rat thioredoxin reductase 1 substrate activity; O89049; purified TrxR1 substrate turnover, NADPH consumption readout; Potency, µM (doses to about 114 µM), without a hit: top-dose activity change, negative = substrate turnover; actives 0.01% (n = 390,000); AID 588456; note: potency is the fitted concentration of half-maximal effect; % is set by controls: 0 for no effect and ±100 for the full control effect; nearly all actives have a fitted effect of over 50% in size
#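 Rat TrxR1, dispensed at 90 nM, was prereduced with 400 uM NADPH (final) for 5 min at ~22 deg C, then incubated with compound 15 min before 400 uM selenite. A first-read NADPH fluorescence drop versus no-compound background flagged substrates.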
# USP1 inh – USP1/UAF1 (human) deubiquitinase inhibition | O94782 | recombinant USP1/UAF1, Ub-Rhodamine cleavage fluorescence | Potency, µM (top dose mostly 57.1 µM), for the others: top-dose activity change, negative = inhibition, actives largely listed as inhibitors | actives 0.23% (n = 390,000) | AID 743255; note: potency is the fitted concentration of half-maximal effect; % is set by controls: 0 for no effect and ±100 for the full control effect; nearly all actives have a fitted effect of over 60% in size; inactives centre near -12
#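 In this screen, compounds sit with the deubiquitinase complex (1nM) for 15 min at room temperature before Ub-Rho is added at 150nM final. Fluorescence rise is then followed for 6 reads every 60 seconds.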
# The depositor's hits bear a star; i = inactive; ? = inconclusive; . = not tested or not shown; [ ] = dose if it differs, or a comment. Unless noted, calls come from the whole dose curve; as a rule, active = well fitted curve in the direction sought with a large enough effect; inconclusive = small, poorly fitted or top-dose-only effect, or another doubt; inactive = no such curve, though single readings can be large; an effect the other way counts as inactive or inconclusive.
SMILES,GLS inh,PI4K2A block,mIDH1 inhibitor,HP1b chromo inh,PGK inhibitor,Pin1 inh,TrxR1 inh,TrxR1 substrate,USP1 inh
CN1CCC(=O)N(CCOc2ccccc2)CC1,-7%,-6,0%,29%,3%,3%,-2%[57.1 µM],4%[57.1 µM],21%
CSc1ccc(NC(=O)NCCN2CCc3ccccc3C2)cc1,11%,3,12%,-5%,0%,1%,25%,13%,-14%
Cn1c(C(=O)NCCCN2CCN(c3ccccc3F)CC2)cc2c(=O)n(C)c3ccccc3c21,-2%,-3,13%,13%,-8%,-1%,17%[57.1 µM],11%[57.1 µM],-17%
COc1ccc(C2c3cc4c(cc3OC(NNC(N)=O)C2C)OCO4)cc1 (centres undefined),10%,-4,3%,-19%,-5%,0%,1%[11.4 µM],2%[11.4 µM],0%
O=C(COC(=O)COc1cccc(F)c1)Nc1nc2ccccc2s1,-9%,5,3%,39%,i,6%,6%,-10%,-12%
Cc1nc2ccc(Br)cc2c(=O)n1Cc1cccs1,3%,-7,3%,58%[activator],-4%,-13%,30%,5%,-20%
O=C(Cc1ccc(F)cc1)N1CCN(c2ccc([N+](=O)[O-])cc2)CC1,-2%,-1,-7%,19%,-10%,7%,6%,-8%,-9%
COc1ccccc1NC(=O)c1ccc(NC(=O)COC(=O)c2cccnc2Cl)cc1,19%,4,0%,25%,5%,0%,9%[11.4 µM],10%[57.1 µM],-13%
CCOC(=O)C(=O)Nc1nc(-c2ccccc2)c(CC)s1,6%,-3,-6%,35%,-5%,-4%,1%[57.1 µM],1%[57.1 µM],-6%
CCOc1ccccc1N1CCN(CC(O)COC2CCCc3ccccc32)CC1 (centres undefined),-4%,4,19%,3%,-1%,3%,20%,2%,-14%
Cc1cccc(CCNS(=O)(=O)c2ccc(S(=O)(=O)N3CCCCC3)cc2)c1,5%,-4,13%,10%,-5%,6%,17%[57.1 µM],1%[57.1 µM],0%
CC(C)[C@@H](CO)NC(=O)c1ccc2c3n(nc2c1)-c1ccccc1CO3,2%,-20,-10%,11%,-24%,1%,13%,21%,4%
CCOc1ccccc1NC(=O)CSc1c2c(nc3ccc(Cl)cc13)CCCC2,-7%,-8,0%,2%,-3%,20%,10%,-2%,-17%
O=Cc1c(F)cccc1N1CCCC1,-1%,-6,0%,50%[activator],-7%,-6%,-9%[11.4 µM],5%[11.4 µM],-14%
O=C(Nc1ccccc1N1CCCC1)C1=COCCO1,28%,0,-1%,25%,2%,-6%,15%,-3%,-22%
COc1ccccc1Nc1ccc(C(=O)O)cc1[N+](=O)[O-],0%,-2,0%,10%,i,-9%,-2%,-7%,-21%
c1ccc2c(-c3c[nH]c4ccccc34)c3ccccc3nc2c1,-10%,3,1%,126%[activator],-10%,16%,-8%,-1%,-11%
CCn1cc(/C=C2/SC(=S)NC2=O)c(C)n1,12%,-1,-7%,14%,-1%,5%,-16%,-9%,0%
COC(=O)CC(N)c1ccc(Br)cc1 (centres undefined),7%,-7,-13%,30%,8%,6%,2%,0%,-3%
O=S(=O)(c1cccs1)N1CCC2(CC1)OCCO2,6%,0,-14%,44%[activator],8%,-2%,6%,-1%,-11%
Cc1cccc(C)c1NC(=O)CNC(=O)c1ccc(N2CCCC2)c([N+](=O)[O-])c1,-2%,0,7%,0%,-2%,-12%,7%,-4%,-16%
O=C(COC(=O)c1cccc(O)c1)Nc1ccc(N2CCOCC2)cc1,19%,-4,12%,17%,i,0%,18%,6%,-25%
CC(=O)c1cccc(OCCCOc2cccc3cccnc23)c1,1%,-3,15%,14%,7%,-5%,10%[57.1 µM],5%[57.1 µM],?
CC1(C)Cc2c(ccc3ccccc23)C(NNC(=O)c2cccnc2)=N1,13%,7,-3%,28%,4%,5%,6%[57.1 µM],9%[57.1 µM],-1%
COc1ccc2[nH]c(=O)c(C(c3nnnn3C3CCCCC3)N3CCN(C)CC3)cc2c1 (centres undefined),0%,-1,2%,23%,-14%,2%,7%[57.1 µM],31%[activator][57.1 µM],-11%
Cc1c(C(=O)N2CCN(c3ccccc3F)CC2)oc2c1C(=O)CC(C)(C)C2,0%,6,0%,20%,-5%,-2%,20%,3%,-23%
c1ccc(C(c2nnnn2Cc2ccco2)N2CCN(c3nc4ccccc4s3)CC2)cc1 (centres undefined),6%,-8,2%,6%,-1%,44%[activator],-9%[57.1 µM],10%[57.1 µM],-15%
Cc1cc(C)cc(OCC(=O)N(C)CC(=O)Nc2ccc(Cl)c(C(F)(F)F)c2)c1,8%,-7,5%,18%,-10%,?,12%,-3%,-29%
Cc1cccc(N=C2NC(=O)S/C2=C\c2ccco2)c1,1%,-13,1%,-21%,-11%,-8%,?,-5%,-20%
COCCn1c(SCC(=O)NNC(=O)c2cc(Cl)ccc2OC)nnc1-c1ccncc1,12%,-2,-8%,27%,-2%,4%,-5%,-4%,-3%
CC(OC(=O)Cc1n[nH]c(=O)c2ccccc12)C(=O)Nc1ccccc1[N+](=O)[O-] (centres undefined),4%,-1,3%,?,-1%,-21%,-13%,-11%,-10%
COc1ccc(OC)c(CNC(=O)c2cc(=O)[nH]c3ccc(S(=O)(=O)N4CCCCC4C)cc23)c1 (centres undefined),7%,1,4%,10%,i,-3%,-5%[57.1 µM],-7%[57.1 µM],-6%
CN1CCC(=NNC(=O)CN(c2cccc(Cl)c2)S(C)(=O)=O)CC1,3%,-4,4%,1%,0%,-11%,29%,17%,-10%
CC(=O)N1CCN(Cc2nc3cc(NC(=O)Nc4ccccc4)ccc3n2C)CC1,-1%,2,9%,58%[activator],i,-9%,28%,7%,-21%
CCOCCCNC(=O)C1(O)c2cc(Br)ccc2NC(=O)N1c1cccc(OC)c1 (centres undefined),1%,-1,-4%,18%,8%,-14%,-13%,-6%,-14%
COc1cc2oc(=O)c3c(c2cc1OCC(=O)c1c(C)n(C)c2ccccc12)CCCC3,-2%,-8,2%,15%,-3%,2%,12%,34%,-9%
Cc1cc(C)nc(SCc2n[nH]c(=S)n2C)n1,6%,-1,2%,26%,-2%,-1%,-11%[57.1 µM],9%[57.1 µM],-14%
N#CC1=C(N)C(C#N)(C#N)C(c2ccncc2)C2CN(C(=O)OCc3ccccc3)CC=C12 (centres undefined),-2%,-7,46µM*,58%[activator],-1%,?,-35%,7%,-23%
Cc1cc(C)n(-c2ccc(C(=O)C(C#N)c3nc4ccccc4n3C)cc2)n1 (centres undefined),3%,0,3%,33%[activator],.,-1%,45%[activator],21%,2%
CCOc1ccc(NC2=NCC(=O)N2CCc2ccccc2)cc1,5%,4,1%,23%,11%,0%,-2%,-3%,-9%
COc1ccc(Nc2nc(=O)c3cc([N+](=O)[O-])ccc3s2)cc1,-5%,-3,-15%,42%[activator],-4%,3%,15%[57.1 µM],6%[57.1 µM],-22%
Cc1cc(C(=O)COC(=O)c2ccncc2)c(C)n1CCc1ccc(F)cc1,3%,2,-2%,-6%,9%,3%,11%[57.1 µM],2%[57.1 µM],-10%
COC(=O)C1C2CC3c4[nH]c5cc(OC)ccc5c4CCN3CC2CC(O)C1OC (centres undefined),-6%,-2,2%,13%,-10%,?,-15%,15%,-26%
Nc1nnc(SCc2ccc3c(c2)OCO3)s1,-1%,-4,11%,43%[activator],-6%,3%,6%[57.1 µM],11%[57.1 µM],3%
COc1ccccc1N(CN1CCCC1=O)C(=O)c1c(F)cccc1Cl,-3%,-6,3%,24%,0%,0%,-6%[57.1 µM],4%[57.1 µM],6%
CCN(CC)S(=O)(=O)c1ccc(/C=C/C(=O)OCC(=O)N(C(C)C)C(C)C)cc1,-7%,-2,8%,18%,-5%,-4%,14%[57.1 µM],5%[57.1 µM],-13%
CCOC(=O)C1=C(c2ccccc2)Nc2ncnn2C1c1cccc(OC)c1OC (centres undefined),6%,-3,1%,11%,-1%,0%,5%[57.1 µM],7%[57.1 µM],-15%
CNC(=O)N(O)C1N(/N=C/c2ccccc2OC)C(=S)SC1(C)C (centres undefined),?,7,1%,27%,-4%,4%,-4%[57.1 µM],-2%[57.1 µM],-3%

# Single records, as listed above. Order of values: GLS inh | PI4K2A block | mIDH1 inhibitor | HP1b chromo inh | PGK inhibitor | Pin1 inh | TrxR1 inh | TrxR1 substrate | USP1 inh
# Record of Cc1cc(C)n(-c2ccc(C(=O)C(C#N)c3nc4ccccc4n3C)cc2)n1 (centres undefined) → 3% | 0 | 3% | 33%[activator] | . | -1% | 45%[activator] | 21% | 2%
# Record of COC(=O)C1C2CC3c4[nH]c5cc(OC)ccc5c4CCN3CC2CC(O)C1OC (centres undefined) → -6% | -2 | 2% | 13% | -10% | ? | -15% | 15% | -26%

# Continued:
SMILES,GLS inh,PI4K2A block,mIDH1 inhibitor,HP1b chromo inh,PGK inhibitor,Pin1 inh,TrxR1 inh,TrxR1 substrate,USP1 inh
COc1ccccc1NC(=O)c1ccc(NS(C)(=O)=O)cc1,6%,-3,5%,11%,.,0%,15%,2%,-1%
CN(CC1CCCO1)S(=O)(=O)c1ccc(C(=O)Nc2nnc(-c3ccccc3)o2)cc1 (centres undefined),-8%,1,3%,43%[activator],i,-2%,16%,-6%,-11%
CCC(C)[C@H](NC(=O)NCCCN1CCOCC1)C(=O)OC (some centres undefined),0%,-2,6%,23%,-1%,0%,1%,4%,-2%
O=C(NCc1ccccc1)c1ccc(Cn2cc(C(F)(F)F)ccc2=O)cc1,0%,1,1%,31%,5%,1%,5%,1%[57.1 µM],0%

# From PubChem

# Not all compounds are listed, so the mix of outcomes need not match the whole.
